NCI-60 one-dose screen, 48 h, at 10 µM unless noted. Numbers give growth in % (100 = growth as untreated, 0 = no growth, -100 = all killed).
DU-145 = DU-145 prostate cancer | 4.2% of 81,000 active
OVCAR-8 = OVCAR-8 ovarian cancer | 4.4% of 81,000 active
HCC-2998 = HCC-2998 colon cancer. 4.7% of 79,000 active
PC-3 = PC-3 prostate cancer cells; 3.9% of 80,000 active
SW-620 = SW-620 colon cancer | 5.2% of 82,000 active | AID 1794795
OVCAR-5 = OVCAR-5 ovarian cancer; 2.9% of 82,000 active; AID 1794783
KM12 = KM12 colon cancer cells; 5% of 82,000 active
OVCAR-3 = OVCAR-3 ovarian cancer. AID 1794787. 7% of 79,000 active
OVCAR-4 = OVCAR-4 ovarian cancer cells; 3.7% of 80,000 active; AID 1794784
* = called active by the depositor; x = no result given; & = joins results of further samples; ! = a repeat was not active. Rule for the calls: active = growth percent below 10; inactive = the rest. Random draw from the library; about 10% have a hit in one of these screens.

structure,DU-145,OVCAR-8,HCC-2998,PC-3,SW-620,OVCAR-5,KM12,OVCAR-3,OVCAR-4
CC(C)(C)[C@@H](OCc1cn([C@H]2C[C@@H](O)[C@@H](CO)O2)c(=O)[nH]c1=O)c1ccc(C#Cc2ccccc2)cc1[N+](=O)[O-],101.4,97.7,106.9,48.0,111.2,117.8,94.6,93.6,102.2
CC(C)=CCCC1=C2[C@H](C[C@@]3(C)[C@H]2C/C(=N\O)[C@H]2[C@@]4(C)CC/C(=N\O)[C@@H](C)[C@@H]4CC[C@@]23C)OC1=O,97.9,110.0,95.3,83.5,95.3,103.6,92.4,89.4,95.9
CSc1nn2c(=O)c3ccccc3nc2s1,109.7,98.0,115.8,91.6,101.8,102.1,104.7,98.7,90.0
CC(C)N1CCC(=O)NC1=O,112.5,113.9,x,100.0,111.8,107.8,117.2,130.1,x
CCOC(=O)C1=C(C)N=C2Sc3cc(O)ccc3N2[C@H]1c1ccccn1,80.8,87.5,91.7,83.8,93.9,101.1,80.5,103.8,96.2
CN1CCc2c(sc3nc4n(-c5ccc(Cl)cc5)cnn4c(=O)c23)C1,110.3,100.0,103.9,x,110.0,105.3,102.9,101.1,111.2
O=C(Cn1cc(CSc2nnc3oc4ccccc4n23)nn1)Nc1cc(Cl)cc(Cl)c1,112.6,107.5,109.3,102.1,118.4,100.4,111.5,112.4,102.2
Cc1nc(N)sc1-c1ccccc1,113.3,117.0,102.9,95.7,107.7,101.1,110.2,116.0,110.0
COC(=O)c1c2c(c(C)[n+]([O-])c1C)C(=O)C=C(NCc1ccccc1)C2=O,-92.7*,4.3*,-34.5*,4.1*,-27.9*,-63.3*,-10.5*,-35.4*,-95.0*
N#Cc1c(-c2ccc(Cl)cc2)nc2c(c(-c3ccccc3)nn2-c2ccccc2)c1-c1ccc(N2CCCCC2)cc1,107.7,99.8,99.9,101.4,86.5,99.8,101.6,113.3,107.7
CCCc1[nH]nc2c1C(c1ccco1)C(C#N)=C(N)O2 (stereo not drawn),102.8,97.2,106.4,97.6,97.4,117.7,102.6,99.7,106.2
COc1ccc(-c2nc(SCCC(C)C)nc(N3CCN(C)CC3)c2C#N)cc1,100.7,86.2,98.3,64.1,90.8,82.8,91.9,103.0,88.5
Fc1ccc(/C=N/n2c(-c3cc(Cl)cc(Cl)c3Cl)nn(CNc3ccc(Cl)nn3)c2=S)cc1,121.1,95.7,107.5,86.7,112.4,89.9,97.3,x,91.8
COc1ccc(CNc2ccc3nc(CCC(C)C)[nH]c3c2)cc1,95.7,96.5,115.9,84.3,97.4,101.3,100.4,100.7,87.8
CCOC(=O)[C@@H]1CSC=C(C(=O)O)N1,107.3,94.7,75.0,92.3,88.6,106.0,97.1,102.8,97.1
CCCC(CC)N(c1ccc(Cl)cc1)c1nc(-c2ccc([N+](=O)[O-])cc2)cs1 (stereo not drawn),104.1,101.2,100.8,91.2,92.9,107.2,94.9,102.1,87.5
CC(C)c1ccc(Cn2nc(Nc3ccccc3)nc2N)cc1,113.6,101.1,103.5,86.5,103.5,97.0,77.3,116.6,109.4
CCCn1c(=O)[nH]c(N)c([C@H]2c3ccccc3Oc3[nH]c(=O)n(CCC)c(=O)c32)c1=O,75.1,78.9,104.0,106.6,61.2,99.4,99.8,13.8,64.6
O=c1sc2cc(Nc3ncnc4c3cnn4-c3ccccc3)ccc2n1Cc1ccc(Cl)cc1,94.5,87.9,x,55.6,84.4,75.1,71.6,86.6,87.0
S=C1SCN(CCc2ccccc2)CN1CCc1ccccc1,93.0,100.1,101.5,93.6,89.4,112.1,96.8,116.4,x
O=C(Nc1ccc([N+](=O)[O-])cc1Cl)c1cc(Cl)ccc1O,3.9*!,5.7*,-28.9*,6.4*,1.6*,41.7&23.6,-25.8*,-2.4*,17.4&22.6
Clc1ccccc1-c1nnc2c(Cc3ccccc3)nc3ccccc3n12,71.7,81.3,78.5,39.1,74.3,95.5,48.9,71.7,x
CCCCNC(=O)c1[nH]cc(-c2ccccc2)c1-c1cc(OC)c2c(c1OC)OCO2,104.9,94.8,105.7,90.3,95.7,88.7,100.4,102.0,88.8
N#CC(Cc1ccccc1)C(=O)O (stereo not drawn),111.5,106.5,103.4,91.9,109.9,90.8,106.2,108.8,101.8
CCC(=O)N(C)C1(C#N)CCCCC1,106.3,103.7,88.1,98.3,109.6,123.4,104.2,102.0,112.5
COC(=O)C1=C(C(C)=O)C(c2ccccc2)C(C#N)=C(N)O1 (stereo not drawn),116.5,106.1,113.8,101.2,112.8,x,116.2,137.5,x
Oc1ccc(Cl)c(Nc2ncnc3c2cnn3CC(Cl)c2ccc(Br)cc2)c1 (stereo not drawn),50.8,54.9,98.3,44.5,67.1,49.6,85.9,32.3,57.8
Nc1[nH]c(=S)ncc1Oc1ccc(Cl)cc1Cl,111.8,98.3,x,95.7,107.4,105.2,105.3,110.1,107.0
CCOC(=O)c1c[nH]c2cc(C(F)(F)F)ccc2c1=O,115.9,92.6,x,82.5,90.3,104.8,112.4,104.5,96.6
O=C(O)c1c(Cl)cccc1Nc1ccccc1,115.1,114.6,108.0,85.8,93.0,116.4,103.3,113.4,100.9
Cc1nn(-c2ccccc2)c(N)c1N=C1NC(=O)/C(=C/c2ccc(C(F)(F)F)cc2)S1,85.6,81.0,x,64.7,75.4,74.1,73.9,66.2,76.7
Cc1nc(Nc2ccccn2)sc1C1=NNC(c2ccccc2F)C1 (stereo not drawn),67.4,68.0,95.7,58.5,32.1,82.8,23.4,24.8,74.8
O=[N+]([O-])c1ccc(/C=C/C=C/c2ccc(Cl)cc2Cl)cc1,97.9,75.3,114.9,91.1,93.5,100.0,87.1,92.3,51.0
O=C(CCc1nc2c(=O)[nH]c(=S)[nH]c2[nH]c1=O)Nc1ccc(C(=O)O)cc1,108.1,102.9,102.9,102.3,97.0,111.7,104.5,107.2,103.1
Cc1sc2c(c1C)c(=O)nc1c(C#N)n[nH]n12,108.2,96.4,105.0,90.2,97.7,102.1,104.8,105.6,101.3
O=c1ccn(C2OC(CO)C(O)C2Cl)c(=O)[nH]1 (stereo not drawn),112.0,121.1,96.7,88.6,100.7,90.6,103.2,107.4,102.5
O=C(NCc1cccnc1)c1sc2cc([N+](=O)[O-])ccc2c1Cl,105.4,96.3,104.9,101.9,97.0,105.3,96.4,100.6,102.6
CCOC(=O)/C=C1\S/C(=N\Nc2cc(=O)[nH]c3ccc(Br)cc23)N(c2ccccc2)C1=O,85.2,72.2,109.5,44.1,27.8,102.0,88.5,-17.0*,58.0
CCCSc1ncnc2[nH]ncc12,103.3,99.7,111.9,103.5,103.5,100.4,105.5,108.9,116.8
CCOC(=O)Nc1ccc2c(c1)Cc1cc([N+](=O)[O-])ccc1-2,88.2,63.4,94.3,74.9,95.4,99.5,88.6,84.0,61.6
O=C(Nc1ccc2[nH]ncc2c1)c1csc(Nc2ccccc2)n1,21.4,35.9,62.5,38.7,21.0,64.5,27.7,13.1,61.6
CCn1c(C2=C(c3c(O)c4ccccc4c(=O)n3CC)C(=O)c3ccccc3C2=O)c(O)c2ccccc2c1=O,101.5,104.8,103.1,105.0,99.9,98.2,97.0,105.1,108.1
CC(C(=O)c1cccs1)C(=O)C(F)(F)F (stereo not drawn),104.4,112.7,94.6,91.6,109.5,100.4,96.5,105.2,93.8
O=C1CNN=C(CCC(=O)c2nc3ccccc3[nH]2)N1,x,105.7,107.6,90.8,103.7,113.6,99.9,95.8,110.2
N#Cc1c(-c2ccc(Cl)cc2)n(O)c2ccccc12,25.4,26.1,47.2,41.2,15.3,66.0,15.9,4.1*,26.5
Cc1c(-c2csc(N)n2)nnn1-c1ccc([N+](=O)[O-])cc1,101.3,99.5,105.0,90.2,102.6,101.3,89.0,112.1,110.6
CC1=CC(O)(C2(O)C=C(C)CC(C)(C)C2)CC(C)(C)C1 (stereo not drawn),103.3,111.2,110.0,95.7,100.1,89.6,101.4,102.1,105.1
CC(O)C(=O)N(C)c1ccccc1 (stereo not drawn),139.2,105.7,136.2,93.7,112.6,102.9,116.1,133.7,110.5
Cc1cn([C@H]2C[C@H](N=[N+]=[N-])[C@@H](CO)O2)c(=O)[nH]c1=O,106.1,104.7,99.8,105.0,112.2,113.3,104.2,119.3,102.1
Cc1ccc(C)c2c1SC1=NNC(Nc3ccccc3)=C(C#N)C(=N)N12,118.7,101.0,107.7,93.0,105.0,110.5,101.4,110.3,111.3
NS(=O)(=O)c1ccc(C(=O)N/N=C(\CS(=O)(=O)c2ccccc2)c2cc3cc(Br)ccc3o2)cc1,101.1,75.2,94.2,94.4,94.6,99.8,85.6,94.5,x
COc1ccc(C2Nc3nc(SC)nc(N)c3N=C3c4ccccc4CCC32)cc1 (stereo not drawn),70.9,70.5,103.5,54.7,76.1,106.9,85.9,65.2,53.9
O=S(O)c1ccc(F)cc1,109.3,105.9,103.8,101.7,107.4,107.7,104.8,107.9,108.4
COc1cc(C2=NOC(c3ccc(N(C)C)cc3)C2)cc(OC)c1OC (stereo not drawn),111.6,100.4,97.2,91.1,98.2,83.4,104.2,113.4,88.6
Cc1cc(=O)n2nnc3cc(C#N)ccc3n12,112.5,107.7,105.6,101.6,110.4,104.7,107.9,119.8,108.8
Nc1ccn(CCOc2nc(Oc3ccccc3C(=O)O)cc(-c3ccco3)n2)c(=O)n1,103.0,102.3,105.9,104.5,108.5,111.2,99.4,95.5,95.9
Cc1oc2nc[nH]c(=O)c2c1C(=O)/C=C/c1ccc(Br)cc1,5.7*,7.3*,-33.9*,25.5,3.8*,22.3,-5.2*,-10.9*,36.0
Clc1ccc2nc(-c3cccs3)[nH]c2c1,105.9,105.4,113.2,97.9,101.5,101.4,100.1,105.1,89.4
O=C(CSc1nc2ccccc2c(=O)n1CCc1ccccn1)NNS(=O)(=O)c1ccc(Cl)cc1,105.4,77.7,104.5,89.4,109.4,85.2,88.7,106.7,100.0
COc1ccc(-c2cn(-c3ccc(Cl)cc3)c(SCC(=O)c3ccc(F)cc3)n2)cc1,105.2,68.6,101.2,89.7,91.4,94.8,92.0,96.5,45.2

An excerpt from above with just PC-3, KM12 and OVCAR-3:
structure	PC-3	KM12	OVCAR-3
Cc1ccc(C)c2c1SC1=NNC(Nc3ccccc3)=C(C#N)C(=N)N12	93.0	101.4	110.3
NS(=O)(=O)c1ccc(C(=O)N/N=C(\CS(=O)(=O)c2ccccc2)c2cc3cc(Br)ccc3o2)cc1	94.4	85.6	94.5
COc1ccc(C2Nc3nc(SC)nc(N)c3N=C3c4ccccc4CCC32)cc1 (stereo not drawn)	54.7	85.9	65.2
O=S(O)c1ccc(F)cc1	101.7	104.8	107.9
COc1cc(C2=NOC(c3ccc(N(C)C)cc3)C2)cc(OC)c1OC (stereo not drawn)	91.1	104.2	113.4
Cc1cc(=O)n2nnc3cc(C#N)ccc3n12	101.6	107.9	119.8
Nc1ccn(CCOc2nc(Oc3ccccc3C(=O)O)cc(-c3ccco3)n2)c(=O)n1	104.5	99.4	95.5

2 neighbouring compounds already listed, quoted:
structure,DU-145,OVCAR-8,HCC-2998,PC-3,SW-620,OVCAR-5,KM12,OVCAR-3,OVCAR-4
O=C(CSc1nc2ccccc2c(=O)n1CCc1ccccn1)NNS(=O)(=O)c1ccc(Cl)cc1,105.4,77.7,104.5,89.4,109.4,85.2,88.7,106.7,100.0
COc1ccc(-c2cn(-c3ccc(Cl)cc3)c(SCC(=O)c3ccc(F)cc3)n2)cc1,105.2,68.6,101.2,89.7,91.4,94.8,92.0,96.5,45.2

Remaining list, next part
structure,DU-145,OVCAR-8,HCC-2998,PC-3,SW-620,OVCAR-5,KM12,OVCAR-3,OVCAR-4
COc1ccc(Oc2c(OC)cc([N+](=O)[O-])c3ncccc23)cc1,96.2,93.1,x,x,98.2,90.2,102.1,103.5,82.0
COc1cc(-c2nc(-c3nnc(-c4ccc(OC(F)(F)F)cc4)o3)c3ccccn23)cc(OC)c1OC,77.1,42.3,89.6,71.1,96.4,80.5,67.0,55.1,68.5
O=C(O)CCCOc1ccccc1,102.6,111.5,111.0,96.2,98.7,109.7,97.8,103.7,103.2
CC1=C2CCCCC2COC1=O (stereo not drawn),122.4,100.8,104.4,99.2,105.2,100.0,111.8,119.7,94.4
CC(=O)Nc1ccc(NC(=O)c2ccc3noc(-c4ccccc4)c3c2)cc1,97.6,81.9,105.3,81.4,90.4,99.3,98.7,103.3,80.5
O=C(NCc1ccc(Cn2c(=O)sn(-c3ccccc3)c2=O)cc1)OCc1ccc2c(Br)cc(Br)c(O)c2n1,-89.6*,0.9*,-80.0*,-56.1*,-50.2*,-62.7*,-61.8*,-90.9*,-52.9*
COc1ccc(Nc2c(Nc3ccc(OC)cc3)c(=O)c2=O)cc1,104.7,101.7,102.4,95.3,103.7,104.6,98.1,107.5,104.7
CN1CCN(CC#CCOC(=O)[C@]2(C)CC[C@]3(C)CC[C@]4(C)C(=CC[C@@H]5[C@@]6(C)CCC(=O)C(C)(C)[C@@H]6CC[C@]54C)[C@@H]3C2)CC1,104.8,100.5,113.9,90.3,104.3,104.8,104.8,105.0,104.2
O=c1c2cccc3c(Nc4c(F)cccc4F)ccc(c32)c2nc3ccccc3n12,104.2,92.9,72.7,84.5,101.8,99.5,78.9,91.5,82.9
Cc1nc2cc(Nc3nc(Nc4ccc(F)cc4)nc(-c4ccccc4)n3)ccc2n1Cc1ccccc1,97.1,67.8,88.0,x,84.6,102.1,60.2,81.2,60.3
CSC(=Nc1cccc(C)c1)NC#N,107.9,119.5,103.4,99.2,116.6,114.5,104.6,111.2,103.9

Source: PubChem BioAssay
